Screens deposited in PubChem BioAssay by The Scripps Research Institute Molecular Screening Center.
TDP2 absorb = TDP2 (human) inhibition, absorbance primary screen | O95551 | recombinant TDP2, T5PNP hydrolysis, p-nitrophenol absorbance 415 nm | inhibition, % at 12.8 µM | actives 0.34% (n = 370,000) | AID 720702;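 active means inhibition above the mean of all tested compounds plus 3 SD, set per campaign, cut at about 25% in these data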;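 further: 0% = DMSO with enzyme and 100% = buffer with substrate but no TDP2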
Target sequence (O95551 whole entry, looked up): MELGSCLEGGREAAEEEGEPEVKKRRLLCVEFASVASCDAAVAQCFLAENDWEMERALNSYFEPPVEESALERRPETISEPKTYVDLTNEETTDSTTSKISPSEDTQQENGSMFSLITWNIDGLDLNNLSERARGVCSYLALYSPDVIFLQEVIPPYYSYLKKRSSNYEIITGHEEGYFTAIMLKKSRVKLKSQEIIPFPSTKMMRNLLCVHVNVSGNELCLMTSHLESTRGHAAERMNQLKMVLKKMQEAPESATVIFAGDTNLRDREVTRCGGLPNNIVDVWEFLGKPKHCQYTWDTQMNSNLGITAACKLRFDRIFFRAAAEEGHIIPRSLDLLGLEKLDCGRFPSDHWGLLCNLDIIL
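Read-out basis: percent inhibition. System: recombinant human TDP2. Buffer or medium: Mg2+-containing Tris-HCl buffer, pH 7.5. Repeats: single replicate. Timing: reaction 2 h, 37 °C. Benchmarks: high control without enzyme, low control DMSO plus TDP2. Probe or stimulus: 5 mM T5PNP. Doses: 12.8 µM only. Measured by: epi absorbance of p-nitrophenol freed from T5PNP by hydrolysis.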
PLC-gamma1 inh = PLC-gamma1 (human) inhibition, primary screen. purified PLC-gamma1, fluorogenic substrate, fluorescence. inhibition, % at 12.2 µM. P19174. actives 0.84% (n = 370,000). AID 720700; in the data active means inhibition above about 9.5%
ADAM10 inh = inhibitors of human ADAM10 | inhibition, % at 7 µM | actives 0.62% (n = 370,000) | O14672 | recombinant ADAM10, EDANS/DABCYL FRET peptide cleavage, 3 h | AID 720582;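 active means inhibition above a per-campaign cutoff equal to the mean of compounds falling between control-based bounds plus 3 SD, cut at about 20% in these data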;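 further: 0% = DMSO wells while the 100% control is not disclosed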
LEDGF integ inh = blocks HIV-1 LEDGF/p75-dependent DNA integration | TR-FRET IN-LEDGF/p75 DNA integration, Eu/Cy5 | inhibition, % at 3.7 µM | actives 0.64% (n = 370,000);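 active means inhibition above the screen-wide mean plus 3 SD, cut at about 13% in these data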;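 further: signal is the Cy5 over europium emission ratio at 671 and 618 nm; 0% = plate median of compound wells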
ARFGAP1 inhibitor = inhibits rat ARF GTPase activating protein 1; Q62848; Arfgap1-stimulated ARF1 GTP hydrolysis, GDP FP detection; inhibition, % at 16.5 µM; actives 0.26% (n = 360,000);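 active means inhibition above a per-plate limit, mean inhibition of low control wells plus 3 SD, cut at about 25% in these data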;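 further: 0% = DMSO wells with enzyme and 100% = wells lacking Arfgap1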
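Repeats: one replicate per compound; assay system: rat Arfgap1 catalytic domain, aa 1-136; times: enzyme reaction 120 min at 25 °C after 20 min preincubation; detection: FP of antibody-bound GDP Alexa 633 tracer, ex 620/em 688 nm; benchmarks: high control wells lacking Arfgap1, low control full reaction with DMSO; reagent: human ARF1(Δ1-17)-GTP substrate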
Tn6 DDE FP = inhibitors of Tn6 peptide binding to human fibrin DD(E) | P02675 | Fibrin DD(E) TRITC-Tn6 fluorescence polarization displacement | inhibition, % at 8.3 µM | actives 0.21% (n = 370,000);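 active means inhibition above a per-campaign cutoff: mean of compounds within control limits plus 3 SD, cut at about 15% in these data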;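 further: 0% = median of all compound wells on the plate and 100% = blocking peptide control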
DDE Tn7 FP inh = disrupts Tn7 cyclic peptide binding to fibrin D-Dimer-E complex; P02675; FP displacement of FITC-Tn7 peptide from fibrin DD(E); 0% = median of compound wells per plate; inhibition, % at 8.3 µM; actives 0.13% (n = 370,000); AID 720508;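 active means inhibition above the mean of compounds falling within the control limits plus 3 SD of them, cut at about 14% in these data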;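 further: 0% = plate median of compound wells and 100% = 10 µM Aha-Tn7 peptide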
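Assay system: Human fibrin DD(E) protein | Medium: Tris buffer with calcium and detergent, pH 7.8 | Reagent: 0.1 µM fluorescent Tn7 | Compound dosing: Single point at 8.3 µM | Times: 10 min preincubation, 3 h with tracer, room temperature | Detection: Fluorescence polarization of the labelled Tn7 tracer | Controls: Aha-Tn7 high control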
ASAP1 inh = ASAP1 ArfGAP inhibition; Q9ULH1; ASAP1-stimulated ARF1 GTP hydrolysis, GDP FP detection; inhibition, % at 16.5 µM; actives 0.19% (n = 360,000); in the data active means inhibition above about 25%;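 further: 0% = vehicle with enzyme and substrate and 100% = no enzyme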
KLK7 zymogen act = proKLK7 (human) activation, primary screen | P49862 | activation, % at 7 µM | AID 652039 | purified proKLK7, EDANS-DABCYL substrate fluorescence; 100% is mature enzyme control, 0% vehicle | actives 0.9% (n = 370,000);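 active means activation above the mean of all tested compounds plus 3 SD, computed per campaign excluding outliers beyond control limits, cut at about 13% in these data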
ADAM17 inh = ADAM17 inhibition, QFRET primary screen | P78536 | recombinant ADAM17, EDANS/DABCYL FRET peptide cleavage | AID 720648 | actives 0.83% (n = 370,000) | inhibition, % at 6.95 µM;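 active means inhibition above the mean of compounds lying between control limits plus 3 SD, set per campaign, cut at about 8.5% in these data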;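 further: 0% = DMSO-only wells as the low control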
Target sequence (P78536 215-824 limits assumed): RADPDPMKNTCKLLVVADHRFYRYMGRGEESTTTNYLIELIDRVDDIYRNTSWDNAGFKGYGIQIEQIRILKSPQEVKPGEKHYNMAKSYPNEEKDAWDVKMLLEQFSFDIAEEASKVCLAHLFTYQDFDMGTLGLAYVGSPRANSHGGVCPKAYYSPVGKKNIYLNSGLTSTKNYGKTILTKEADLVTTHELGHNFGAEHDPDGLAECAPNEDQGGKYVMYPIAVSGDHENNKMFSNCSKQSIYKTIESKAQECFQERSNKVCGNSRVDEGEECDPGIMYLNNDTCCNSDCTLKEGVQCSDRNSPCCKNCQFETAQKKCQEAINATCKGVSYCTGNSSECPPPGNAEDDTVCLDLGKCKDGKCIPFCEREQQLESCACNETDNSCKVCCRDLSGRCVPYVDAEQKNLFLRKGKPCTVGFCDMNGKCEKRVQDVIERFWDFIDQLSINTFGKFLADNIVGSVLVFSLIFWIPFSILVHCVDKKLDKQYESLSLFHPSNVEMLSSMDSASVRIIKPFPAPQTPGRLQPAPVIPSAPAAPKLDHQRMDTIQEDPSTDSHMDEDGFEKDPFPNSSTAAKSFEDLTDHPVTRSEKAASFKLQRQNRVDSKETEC
The depositor's hits bear a star; i = inactive.

SMILES	TDP2 absorb	PLC-gamma1 inh	ADAM10 inh	LEDGF integ inh	ARFGAP1 inhibitor	Tn6 DDE FP	DDE Tn7 FP inh	ASAP1 inh	KLK7 zymogen act	ADAM17 inh
O=C(Cc1coc2cc3c(cc12)CCC3)NC1CCCCCCC1	0	4	9	0	8	0	2	-8	0.1	3
O=C(CN(C(=O)CNC(=O)c1ccco1)c1cccc(F)c1)NC1CCCCC1	2	-1	-8	0	6	4	4	-11	-1.0	0
Cc1cc(=O)n2c(C(=O)Nc3ccc(C)c(C)c3)c(C(=O)Nc3ccccc3)sc2n1	11	0	2	2	5	-4	-2	-2	-2.1	-1
COc1ccccc1NC(=O)c1cc(=O)[nH]c2ccccc12	-12	-2	-8	2	6	-1	2	-11	0.4	-2
Cc1ccc(N(C)C)cc1	-5	0	-14	-3	6	7	6	-3	-0.7	-3
CCCN(CCC)CCNC(=O)C1CCN(Cc2nc(-c3ccc(Cl)cc3)oc2C)CC1	-5	-1	-9	3	4	-1	-5	-4	0.6	-5
COc1ccc(OCC(O)CN2CCNCC2)cc1 (configuration not stated)	-2	-3	-2	-6	-10	-2	6	-6	0.3	-1
COc1cc(C(=O)OCC2CC(c3ccccc3)=NO2)cc(OC)c1OC (configuration not stated)	4	3	-5	-1	17	1	-3	2	0.2	0
O=C(Nc1ccc(S(=O)(=O)NCc2ccco2)cc1)C1CCCCC1	0	3	-5	1	7	-1	-2	15	-0.2	5
O=C(c1cc(-c2ccc(Br)cc2)n[nH]1)N1CCN(C(=O)c2ccccc2Br)CC1	-6	3	9	4	-1	-2	-3	14	0.7	5
CCOc1ccc(-c2nnc(N)o2)cc1	2	3	3	1	-3	4	-1	-1	-0.5	-3
CCN1CCN(CCOc2cccc(Oc3ccccc3)c2)CC1	-4	3	2	4	8	13	1	-14	-0.1	1
O=C(COC(=O)c1ccccc1NCCO)NNC(=O)c1cccs1	14	i	i	-3	-6	1	2	-4	38*	-479
O=C1CCN(Cc2ccccc2)S(=O)(=O)c2c(F)cc(F)cc21	6	1	2	-1	10	4	1	-4	-0.7	0
O=C(c1ccc(C#CC2(O)CCCCC2)cc1)N1CCN(C(c2ccccc2)c2ccccc2)CC1	-13	1	25*	-4	3	-10	3	13	1.0	4
CN1CCCN(C(=O)CNC(=O)c2ccc(Cl)cc2Cl)CC1	-5	2	2	-1	-5	7	2	-4	0.7	1
CCN1/C(=C/c2ccc3cc(C)cc(C)c3[n+]2CC)Sc2cc(C)ccc21	-3	-32	-4	0	9	-4	-23	11	0.1	4
O=c1cc(N2CCCCC2)nc2n1CCCS2	13	-1	-5	-3	-2	-4	2	-2	0.0	-6
COc1ccccc1CNC(=O)CCCN1C(=O)NC2(CCCC2)C1=O	3	1	-15	-1	-3	3	0	1	-0.4	1
CC(=O)c1c(C)[nH]c(C(=O)Nc2ccc(N3CCCCCC3)cc2)c1C	-6	-7	-2	-1	-7	-3	5	6	0.1	2
CCN(CC)CCN1C(=O)c2ccccc2NC1c1ccc(F)cc1 (configuration not stated)	14	i	i	-2	0	0	2	7	92*	-403
Cc1csc(NC(=O)CSc2nnnn2C)n1	-5	-2	0	-4	1	7	5	3	0.3	2
Cn1cnc2c1c(=O)n(Cc1ccc(Cl)cc1Cl)c(=O)n2C	2	-1	-2	-2	-6	4	8	-3	-0.3	-3
Cc1ccc2ncnc(Oc3ncccc3NC(=O)C(C)(C)C)c2c1	-5	-1	-3	7	-22	-2	-12	2	-0.2	1
COc1ccc(/C=N\NC(=O)c2ccccc2)cc1COc1ccccc1	-7	-17	3	4	0	-7	1	8	0.3	5

Twelve entries from above, with values ahead of the structure.
TDP2 absorb | PLC-gamma1 inh | ADAM10 inh | LEDGF integ inh | ARFGAP1 inhibitor | Tn6 DDE FP | DDE Tn7 FP inh | ASAP1 inh | KLK7 zymogen act | ADAM17 inh | SMILES
0 | 4 | 9 | 0 | 8 | 0 | 2 | -8 | 0.1 | 3 | O=C(Cc1coc2cc3c(cc12)CCC3)NC1CCCCCCC1
2 | -1 | -8 | 0 | 6 | 4 | 4 | -11 | -1.0 | 0 | O=C(CN(C(=O)CNC(=O)c1ccco1)c1cccc(F)c1)NC1CCCCC1
11 | 0 | 2 | 2 | 5 | -4 | -2 | -2 | -2.1 | -1 | Cc1cc(=O)n2c(C(=O)Nc3ccc(C)c(C)c3)c(C(=O)Nc3ccccc3)sc2n1
-12 | -2 | -8 | 2 | 6 | -1 | 2 | -11 | 0.4 | -2 | COc1ccccc1NC(=O)c1cc(=O)[nH]c2ccccc12
-5 | 0 | -14 | -3 | 6 | 7 | 6 | -3 | -0.7 | -3 | Cc1ccc(N(C)C)cc1
-5 | -1 | -9 | 3 | 4 | -1 | -5 | -4 | 0.6 | -5 | CCCN(CCC)CCNC(=O)C1CCN(Cc2nc(-c3ccc(Cl)cc3)oc2C)CC1
-2 | -3 | -2 | -6 | -10 | -2 | 6 | -6 | 0.3 | -1 | COc1ccc(OCC(O)CN2CCNCC2)cc1 (configuration not stated)
4 | 3 | -5 | -1 | 17 | 1 | -3 | 2 | 0.2 | 0 | COc1cc(C(=O)OCC2CC(c3ccccc3)=NO2)cc(OC)c1OC (configuration not stated)
0 | 3 | -5 | 1 | 7 | -1 | -2 | 15 | -0.2 | 5 | O=C(Nc1ccc(S(=O)(=O)NCc2ccco2)cc1)C1CCCCC1
-6 | 3 | 9 | 4 | -1 | -2 | -3 | 14 | 0.7 | 5 | O=C(c1cc(-c2ccc(Br)cc2)n[nH]1)N1CCN(C(=O)c2ccccc2Br)CC1
2 | 3 | 3 | 1 | -3 | 4 | -1 | -1 | -0.5 | -3 | CCOc1ccc(-c2nnc(N)o2)cc1
-4 | 3 | 2 | 4 | 8 | 13 | 1 | -14 | -0.1 | 1 | CCN1CCN(CCOc2cccc(Oc3ccccc3)c2)CC1

Next results:
SMILES	TDP2 absorb	PLC-gamma1 inh	ADAM10 inh	LEDGF integ inh	ARFGAP1 inhibitor	Tn6 DDE FP	DDE Tn7 FP inh	ASAP1 inh	KLK7 zymogen act	ADAM17 inh
O=C1N[C@H](Cc2ccccc2)COC(=O)[C@H](Cc2ccc(F)cc2)CC/C=C/C[C@@H]1CC(=O)N(CCO)Cc1ccccc1	-20	5	8	6	7	4	8	-3	-0.1	4
CC(=O)c1cccc(NC(=O)c2ccccc2N(C)S(=O)(=O)c2ccc(C)cc2)c1	-6	0	0	0	12	-10	3	4	-0.6	-2
CS(=O)(=O)N1CCc2cc(C(=O)Nc3ccccc3Br)ccc21	0	6	-1	-1	6	-9	-1	12	0.2	-1
Cn1cc(C(=O)OCC2CCN(CCNS(C)(=O)=O)CC2)c2ccccc21	-10	1	-9	-2	3	-7	7	6	0.5	-10
COc1ccc2cc(-c3cc(C(=O)OCC(=O)NC4CCS(=O)(=O)C4)c4ccccc4n3)ccc2c1 (configuration not stated)	2	-192	-82	0	7	0	0	-5	-4.1	-23
O=C(NCC1CCCO1)C1CCCN1C(=O)Nc1ccc(Cl)c(Cl)c1 (configuration not stated)	0	2	-8	2	-4	1	-6	-5	-0.4	-4
CC1C(c2ccccc2)OCCN1C(=S)Nc1ccc(S(=O)(=O)N2CCCCC2)cc1 (configuration not stated)	2	3	-10	-4	-3	1	0	-2	0.1	-4
COc1cccc(OCCNCc2ccccc2)c1	-4	0	8	-2	-10	-1	2	1	0.7	-2
Cc1cc(C)c2c(SC(C)C)nc(N)nc2n1	-5	-84	-148	5	-13	3	4	1	0.5	-62
Cc1nn(CC(=O)N2CCN(C)CC2)c(=O)c2c1sc1ccccc12	4	1	-13	0	16	-2	-1	2	-0.4	-7
CCOC(=O)C1=CCN(S(=O)(=O)c2cccc(Cl)c2)C1c1cccc(Br)c1 (configuration not stated)	4	0	1	0	-3	1	9	7	0.5	2
COc1cc(NS(=O)(=O)c2csc(C(N)=O)c2)cc(OC)c1	-6	0	-4	-3	-7	0	-1	11	-0.9	-2
O=C1N[C@@H](Cc2ccccc2)COC(=O)[C@H](Cc2ccc(F)cc2)CC/C=C/C[C@H]1CC(=O)N(CCO)Cc1ccccc1	0	5	14	-2	7	-3	-13	8	0.5	5
COc1ccccc1NC(=O)Nc1ccc(C(N)=O)cc1	2	-3	6	1	-1	-1	-2	3	0.0	-5
Cc1ccccc1S(=O)(=O)N1CCCc2nc(-c3ccc(F)cc3)ccc21	-2	1	2	-1	-2	-6	-1	-12	0.7	1
CCC(C)c1ccc(OCC(=O)NNC(=O)C2CCCCC2)cc1 (configuration not stated)	-5	-3	-16	5	-1	-2	-3	7	-0.7	-2
CCS(=O)(=O)Nc1cccc(C2=NN(S(=O)(=O)CC)C(c3cccs3)C2)c1 (configuration not stated)	-11	-2	0	-6	5	11	1	0	-1.6	1
O=C(NC(=S)NNC(=O)c1ccccc1O)c1cccc([N+](=O)[O-])c1	-6	1	10	1	-8	3	6	11	0.0	-6
COc1ccc(C2=NOC(C(=O)Nc3cccnc3Cl)C2)cc1 (configuration not stated)	-4	3	5	-1	7	-4	-5	14	0.0	0
COc1ccc([C@@H]2[C@@H]3C(=O)N(C(C)(C)C)C(=O)[C@@H]3[C@]3(CC(C)C)C(=O)N(c4ccc(C(F)(F)F)cc4)C(=O)N23)cc1	0	-1	1	-1	-1	7	5	-2	-0.1	-3
O=c1cc(CSc2nnc(COc3ccc(Cl)cc3)o2)c2ccccc2[nH]1	8	2	2	-2	8	-8	-6	11	-0.2	-3
CN1c2ccccc2C(C)(C)C12CCCC(=O)N2 (configuration not stated)	-6	-22	-18	0	5	-2	-2	7	-0.1	-8
COc1ccc(CCNC(=O)C2CC(c3cc(C(F)(F)F)cc(C(F)(F)F)c3)=NO2)cc1 (configuration not stated)	0	-1	2	2	5	-6	-4	1	-0.3	-2

Random draw from the library. Share with any hit: about 4.2%.
